Source: PubChem BioAssay
Dyrk1A ADPGlo = rat Dyrk1A kinase inhibitors, primary screen, biochemical, single point, plate reader; ADP-Glo luminescence, NFATc1 peptide; inhibition, % at 12.5 µM; 310,000 tested, 0.43% active; AID 504441, 2011; in the data active means inhibition above about 50%;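 further: plate controls were vehicle with enzyme for no effect and no enzyme for full effect; many of its hits are not listed in these tables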
HSF1 inhib = HSF1 inhibitors in luciferase reporter cells, primary screen, cell-based, NIH3T3, luminescence; NIH3T3-HGL HSE-luciferase, MG132-induced, luminescence 8 h; stronger effect = lower value; 300,000 tested, 0.77% active; AID 2098, 2009; activity change, negative = inhibition, % at 7.5 µM (by protocol);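 active means more than half of replicate wells show activity change below -50%, luminescence cut by over half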;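 further: luciferase reports HSF-1 transcriptional activity via heat shock element; 0% = median of DMSO wells and -100% = zero luminescence signal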
KLF5 inhibitor = KLF5 expression inhibitors, primary screen, DLD-1 cells, luminescence | DLD-1 KLF5 promoter-luciferase reporter | inhibition, % at 5 µM | 290,000 tested, 0.23% active;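 active means inhibition above a per-plate limit of that plate's mean compound inhibition plus 3 SD, cut at about 60% in these data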;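 further: 0% = DMSO wells and 100% = LY294002 at 200 µM; higher means less KLF5 promoter-driven luciferase light; inactives centre near -14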
HSF-1 act = HSF-1 activators, primary screen, NIH3T3-HGL cells, MG132 stress, luminescence, single point | activation, % at 9 µM | 300,000 tested, 1.7% active | NIH3T3-HGL HSF-1 luciferase reporter, 8 h; 100% = twice DMSO control signal;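 active means mean replicate activation of at least 50% with a set share of replicates each reaching 50%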;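 further: 0% = median of the neutral control wells and 100% = twice that signal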
Platelet DG rel = inhibitors of platelet dense granule secretion, primary screen, cell-based, MLPCN, human platelets | human platelet-rich plasma, SFLLRN dense granule ATP release, luminescence | inhibition, %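 (compounds screened at 7.5 µM in platelet-rich plasma)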 | 300,000 tested, 0.22% active | AID 1663, 2009;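 active means mean replicate score, as percent of positive control, at or above 50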
IEC-6 cytotox = cytotoxicity in IEC-6 intestinal epithelial cells, primary screen, cytotoxicity control for KLF5 inhibitor project, cell-based, luminescence | IEC-6 cytotoxicity, luminescence viability | inhibition, % at 5 µM | 290,000 tested, 0.78% active | AID 1825, 2009; in the data active means inhibition above about 22%;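 further: 0% = plate median of test compound wells and 100% = cytotoxic reference compound wells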
GSK3beta inhib = human GSK3beta kinase inhibitors, primary screen, biochemical, cell-free homogeneous, HTS; Glycogen synthase kinase-3 beta (Homo sapiens), P49841; GST-GSK3beta kinase, ADP-Glo luminescence, 60 min; stronger effect = lower value; activity score (negative = inhibition), % at 10 µM; 300,000 tested, 0.038% active;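 active means more than half of replicate wells score below -50%, meaning over 50% inhibition versus plate controls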;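 further: 0% = median DMSO wells and -100% = median GW8510 positive control wells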
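test system = GST-tagged human GSK3beta kinase, cell-free | reagent = 25 µM ATP with peptide substrate | dosing = one dose of 10 µM per compound | schedule = 60 min reaction, RT | detection = luminescent ADP-Glo measurement of ADP formed | control set = DMSO neutral wells and GW8510 at 20 µM as positive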
HSP90 inh = HSP90 inhibitors, primary screen, cell lysate, luminescence | 290,000 tested, 0.91% active | Rabbit reticulocyte lysate, luciferase refolding luminescence, 3 h | inhibition, % at 5.6 µM;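 active means inhibition above the screen-wide mean plus 3 SD, computed separately per campaign, cut at about 16% in these data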;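 further: 0% = DMSO wells and 100% = 60 µM geldanamycin wells; inhibitors lower the luminescence because luciferase stays unfolded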
aSyn UTR inh = MLPCN primary screen, SNCA 5' untranslated region; alpha-synuclein 5'UTR reporter, inhibitor activity; inhibition, % (tested at 7.5 µM); 300,000 tested, 0.82% active; AID 1813, 2009; in the data active means inhibition above about 60%;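 further: H4 neuroglioblastoma cells stably carrying SNCA 5'UTR luciferase fusion; 0% = DMSO wells and 100% = positive control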
GSK3A inh = blockers of GSK3A enzyme activity – biochemical, luminescence, cell-free homogeneous, HTS, primary screen. Glycogen synthase kinase-3 alpha (Homo sapiens), P49840. GSK-3 alpha kinase, ADP-Glo luminescence, 60 min. inhibition, % at 10 µM. 320,000 tested, 0.1% active. AID 2650, 2010;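 in the data active means inhibition above about 50%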;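 further: GST-tagged GSK-3 alpha with peptide substrate and 25 µM ATP; 0% = DMSO neutral wells and 100% = GW8510 positive control wells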
Target sequence (P49840 whole entry, looked up): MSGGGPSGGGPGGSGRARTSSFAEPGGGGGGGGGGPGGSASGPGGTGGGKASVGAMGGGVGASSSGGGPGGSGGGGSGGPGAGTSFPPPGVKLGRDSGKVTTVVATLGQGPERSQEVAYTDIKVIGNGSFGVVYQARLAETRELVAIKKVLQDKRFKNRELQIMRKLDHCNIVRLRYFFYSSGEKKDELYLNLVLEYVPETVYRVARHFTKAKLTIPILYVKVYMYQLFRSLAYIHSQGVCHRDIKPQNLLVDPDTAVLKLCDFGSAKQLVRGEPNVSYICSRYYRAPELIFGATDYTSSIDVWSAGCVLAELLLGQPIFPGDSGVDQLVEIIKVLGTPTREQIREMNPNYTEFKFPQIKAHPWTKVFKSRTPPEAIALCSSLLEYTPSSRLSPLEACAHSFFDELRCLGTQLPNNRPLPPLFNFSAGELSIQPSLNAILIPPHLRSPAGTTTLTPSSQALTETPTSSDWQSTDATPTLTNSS
An asterisk follows results filed as active; / = no result given. Not all compounds are listed; the hit share may differ from the screen's.

Values run as follows: Dyrk1A ADPGlo, HSF1 inhib, KLF5 inhibitor, HSF-1 act, Platelet DG rel, IEC-6 cytotox, GSK3beta inhib, HSP90 inh, aSyn UTR inh, GSK3A inh
- Cc1ccc(CNc2oc(-c3ccco3)nc2S(=O)(=O)c2ccccc2)cc1
    -3, -6, -37, -1, -5, 1, 3, 1, -13, 1
- O=C(/C=C/c1ccc([N+](=O)[O-])cc1)NCCSCc1ccco1
    8, 1, -4, -20, 27, 5, 3, 1, 25, 0
- CCCCc1cc(=O)oc2cc(C)cc(OCC(=O)Nc3ccccn3)c12
    5, 7, -157, 1, 2, 12, -2, 5, -41, 1
- NS(=O)(=O)c1ccc(NC(=O)c2ccccc2C(=O)N2CCCCC2)cc1
    -4, -6, -5, -4, -7, -3, 2, 0, -1, -4
- Cc1cc(=S)c2ccccc2[nH]1
    9, 1, 8, 2, -19, 5, -2, -8, -12, -1
- CCOC(=O)CSc1nc(N)c(C#N)c(-c2ccc(OCC)cc2)c1C#N
    /, 6, -16, 3, -6, 2, 3, 2, 13, 0
- Cc1nc(-c2ccccc2)sc1C1(C)CC(c2c(Cl)cccc2Cl)=NO1 (stereo not drawn)
    -10, 12, /, 1, -3, /, 3, /, 0, -4
- Cc1nn2c(C)c(C(=O)Nc3ccccc3)cnc2c1C#N
    -1, -2, -10, 5, 0, 1, 0, -2, 1, 2
- Cc1ccc(/C=C2\SC(=S)N(CCC(=O)NNC(=O)c3ccc(O)cc3)C2=O)cc1
    3, -7, -38, -13, 1, 1, 2, -1, -1, 3
- CC(=O)Nc1cn(C(C)=O)c(C)n1
    /, -2, -29, 3, -3, -6, 2, 3, 5, 0
- CC(Cn1cnc2ccccc21)C(=O)O (stereo not drawn)
    3, -3, -32, -9, 10, -3, 1, -2, 29, 2
- CC(=O)Nc1nc(C2CC2)cc(-c2ccccc2)c1C#N
    -1, -16, -21, -18, -7, 5, -1, 3, 34, 1
- O=C(Cn1nc(C(F)F)cc1C(F)F)NNC(=S)Nc1ccc([N+](=O)[O-])cc1
    7, -2, -34, 3, 1, -2, -2, -8, -12, 3
- COc1ccc(NC(=O)c2c[nH]n3c(=O)cc(C4CCN(C(=O)OC(C)(C)C)CC4)nc23)cc1Cl
    6, -7, -8, -15, 2, 1, 0, 1, -16, 2
- Cc1cc(C)c(Nc2cc(S(=O)(=O)O)c(N)c3c2C(=O)c2ccccc2C3=O)c(C)c1
    9, /, 4, /, /, 6, /, -1, /, 3
- CC(C)(C)NC(=O)Cn1nnc(-c2ccc(Cl)cc2)n1
    /, 3, -4, 2, -3, -4, 3, -4, -17, -3
- CN1CCN(c2ccc(C(F)(F)F)cc2NC(=O)c2ccco2)CC1
    3, 0, -18, -9, -15, 0, 0, -2, 13, -1
- CCOc1ccc(CCNC(=O)c2sc3nc4n(c(=O)c3c2C)CCC4)cc1OCC
    -7, 3, -43, 1, -1, 3, 0, -2, 18, 0
- COc1ccc(/C=N\NC(=O)COc2ccccc2Cl)cc1Cn1nc(C)cc1C
    1, -2, -3, 12, /, -6, 1, 1, 15, -2
- O=C(CSc1nnc(-c2cccs2)n1-c1ccccc1)N1CCCc2ccccc21
    -5, 11, -15, 4, 1, 3, 2, 5, 1, /

Single records (already shown).
Cc1nc(-c2ccccc2)sc1C1(C)CC(c2c(Cl)cccc2Cl)=NO1 (stereo not drawn) in the list: Dyrk1A ADPGlo: -10; HSF1 inhib: 12; KLF5 inhibitor: /; HSF-1 act: 1; Platelet DG rel: -3; IEC-6 cytotox: /; GSK3beta inhib: 3; HSP90 inh: /; aSyn UTR inh: 0; GSK3A inh: -4
O=C(/C=C/c1ccc([N+](=O)[O-])cc1)NCCSCc1ccco1 in the list: Dyrk1A ADPGlo: 8; HSF1 inhib: 1; KLF5 inhibitor: -4; HSF-1 act: -20; Platelet DG rel: 27; IEC-6 cytotox: 5; GSK3beta inhib: 3; HSP90 inh: 1; aSyn UTR inh: 25; GSK3A inh: 0

(continued)
Values run as follows: Dyrk1A ADPGlo, HSF1 inhib, KLF5 inhibitor, HSF-1 act, Platelet DG rel, IEC-6 cytotox, GSK3beta inhib, HSP90 inh, aSyn UTR inh, GSK3A inh
- CCCOc1ccc(C2/C(=C(/O)c3ccc(F)cc3)C(=O)C(=O)N2CCCN(C)C)cc1 (stereo not drawn)
    -12, -3, -14, -1, 11, -1, 2, 2, 0, 2
- Nc1ccc(-c2nnc(-c3ccc(N)cc3)o2)cc1
    12, 14, -146, 40, -2, 6, -1, -3, -106, 1
- Cc1nc(N)c(Cc2ccccc2F)c(N)n1
    -2, -7, -7, -21, -6, -14, -1, -1, -17, 1
- O=C(CSc1nnc(C2CC2)n1Cc1ccccc1)NCc1ccccc1
    0, 5, -18, 39, 1, 1, -3, -1, 13, 2
- Cc1cc(OCC(=O)Nc2ccc(N3CCCC3)cc2)cc(C)c1Cl
    2, -1, -75, -5, 6, -4, 0, 1, 17, -1
- O=C(CNC(=O)c1ccco1)N/N=C/c1cc(Br)ccc1O
    -4, -1, 42, -5, -9, 2, 3, 0, 36, 1
- CCN(CC)CCn1c(SCC(=O)NCCC2=CCCCC2)nc2c(sc3ccccc32)c1=O
    -11, 17, -13, 34, 0, 3, -1, 0, 14, 1

Structures above containing a nitro group on carbon (two):
Values run as follows: Dyrk1A ADPGlo, HSF1 inhib, KLF5 inhibitor, HSF-1 act, Platelet DG rel, IEC-6 cytotox, GSK3beta inhib, HSP90 inh, aSyn UTR inh, GSK3A inh
- O=C(/C=C/c1ccc([N+](=O)[O-])cc1)NCCSCc1ccco1
    8, 1, -4, -20, 27, 5, 3, 1, 25, 0
- O=C(Cn1nc(C(F)F)cc1C(F)F)NNC(=S)Nc1ccc([N+](=O)[O-])cc1
    7, -2, -34, 3, 1, -2, -2, -8, -12, 3

Ordered by number of heavy atoms (rising): 3 of the compounds above.
Values run as follows: Dyrk1A ADPGlo, HSF1 inhib, KLF5 inhibitor, HSF-1 act, Platelet DG rel, IEC-6 cytotox, GSK3beta inhib, HSP90 inh, aSyn UTR inh, GSK3A inh
- Cc1cc(OCC(=O)Nc2ccc(N3CCCC3)cc2)cc(C)c1Cl
    2, -1, -75, -5, 6, -4, 0, 1, 17, -1
- O=C(CSc1nnc(C2CC2)n1Cc1ccccc1)NCc1ccccc1
    0, 5, -18, 39, 1, 1, -3, -1, 13, 2
- CCN(CC)CCn1c(SCC(=O)NCCC2=CCCCC2)nc2c(sc3ccccc32)c1=O
    -11, 17, -13, 34, 0, 3, -1, 0, 14, 1
